rCAG RNA binder = molecules binding r(CAG) RNA repeats. r(CAG) RNA repeat, TO-PRO-1 dye displacement fluorescence. inhibition, % at 3 µM. 370,000 compounds, 1.3% hits. AID 651821;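 active = inhibition above the plate cutoff, the mean of all test compounds on that plate plus 3 SD, cut at about 35% in these data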;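 note: 0% = DMSO alone and 100% = 100 µM mitoxantrone as full dye displacement; higher means more dye released from RNA so lower well fluorescence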
Rev-erbA mod = modulates human Rev-erb alpha binding to DNA; 370,000 compounds, 0.79% hits; P20393; activity, % at 10 µM; AID 1259318; Rev-erbα–FITC-DNA binding, fluorescence polarization, 90 min;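 active = activity above about 14%, limit read from the data; passing the limit was not always enough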;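 note: 0% = DMSO wells with 35 nM protein and 100% = DMSO wells with 750 nM protein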
Target sequence (P20393 whole entry, looked up): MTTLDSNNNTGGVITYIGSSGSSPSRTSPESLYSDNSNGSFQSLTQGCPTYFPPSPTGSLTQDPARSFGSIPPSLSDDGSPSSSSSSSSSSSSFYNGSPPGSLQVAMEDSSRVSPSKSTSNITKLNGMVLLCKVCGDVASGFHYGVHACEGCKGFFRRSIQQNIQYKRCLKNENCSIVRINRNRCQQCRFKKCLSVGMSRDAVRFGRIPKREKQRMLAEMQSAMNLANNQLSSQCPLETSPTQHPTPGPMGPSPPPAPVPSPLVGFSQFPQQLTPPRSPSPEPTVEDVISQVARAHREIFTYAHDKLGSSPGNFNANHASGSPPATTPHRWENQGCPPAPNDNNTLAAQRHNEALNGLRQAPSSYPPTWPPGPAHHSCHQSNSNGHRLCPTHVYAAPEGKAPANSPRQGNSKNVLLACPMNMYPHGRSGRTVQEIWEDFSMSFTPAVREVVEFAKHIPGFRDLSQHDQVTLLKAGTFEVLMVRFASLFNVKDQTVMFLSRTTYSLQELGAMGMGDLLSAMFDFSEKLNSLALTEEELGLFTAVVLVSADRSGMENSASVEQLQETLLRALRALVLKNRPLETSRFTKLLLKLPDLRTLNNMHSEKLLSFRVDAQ
PG9 binder = binds the HIV-1 gp120 antibody PG9; TR-FRET gp120-PG9 antibody binding; inhibition, % at 6.7 µM; 360,000 compounds, 0.43% hits; AID 624416; in the data active = inhibition above about 8.5%
HTRA1 inh = blocks human HTRA1 serine peptidase; recombinant HTRA1, FP-rhodamine activity-based probe, fluorescence polarization; inhibition, % at 5.96 µM; 340,000 compounds, 0.5% hits; AID 504803; in the data active = inhibition above about 36%;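 note: 0% = enzyme with DMSO and 100% = wells lacking enzyme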
UHRF1 MBD2 ctr = UHRF1 methyl-DNA binding inhibition; Q96T88; AID 687016; 370,000 compounds, 0.75% hits; UHRF1 binding to methylated oligo, TR-FRET; inhibition, % at 4.4 µM; in the data active = inhibition above about 21%;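 note: UHRF1 SRA domain binding a hemimethylated CpG hairpin DNA probe; 0% = median of test compound wells and 100% = reference inhibitor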
TCR CD3 inh = inhibitors of human TCR-CD3 interaction; AID 651800; TAMRA-labeled TCR probe fluorescence, biochemical; 360,000 compounds, 0.37% hits; inhibition, % at 9.4 µM; in the data active = inhibition above about 19%;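 note: recombinant mutant TCR 2C K166C tagged with TAMRA read by polarization; 0% = receptor in buffer alone and 100% = receptor with positive control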
PRMT1 FP inh = PRMT1 (human) inhibition, primary screen | Q99873 | recombinant PRMT1, activity-based probe fluorescence polarization | inhibition, % at 2.79 µM | AID 652257 | 370,000 compounds, 1.3% hits;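 active = inhibition above about 21% made by adding two undisclosed values, limit read from the data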
ABHD4 inh = inhibitors of mouse ABHD4. Q8VD66. purified mABHD4, FP-Rh probe fluorescence polarization. inhibition, % at 8.92 µM. 370,000 compounds, 0.54% hits;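 active = inhibition exceeding the mean over every tested compound plus 3 SD, cut at about 30% in these data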;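 note: 0% = plate median of compound wells and 100% = S159A mutant with DMSO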
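Assay system: wild-type mouse ABHD4 protein; compound: single nominal dose of 8.92 µM, 0.89% DMSO final; schedule: 45 min + 60 min at 25 °C; measured by: FP readout, ex 525 nm / em 598 nm; evaluation: % inhibition of FP-Rh probe binding versus controls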
LEDGF integ inh = blocks HIV-1 LEDGF/p75-dependent DNA integration; TR-FRET IN-LEDGF/p75 DNA integration, Eu/Cy5; inhibition, % at 3.7 µM; 370,000 compounds, 0.64% hits;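 active = inhibition above the screen-wide mean plus 3 SD, cut at about 13% in these data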;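 note: signal is the Cy5 over europium emission ratio at 671 and 618 nm; 0% = plate median of compound wells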
MBD2 inh = inhibitors of human MBD2 binding to methylated oligonucleotide | TR-FRET | inhibition, % at 4.4 µM | AID 686964 | 370,000 compounds, 0.31% hits; in the data active = inhibition above about 13%
Target sequence (Q9UBB5 whole entry, looked up): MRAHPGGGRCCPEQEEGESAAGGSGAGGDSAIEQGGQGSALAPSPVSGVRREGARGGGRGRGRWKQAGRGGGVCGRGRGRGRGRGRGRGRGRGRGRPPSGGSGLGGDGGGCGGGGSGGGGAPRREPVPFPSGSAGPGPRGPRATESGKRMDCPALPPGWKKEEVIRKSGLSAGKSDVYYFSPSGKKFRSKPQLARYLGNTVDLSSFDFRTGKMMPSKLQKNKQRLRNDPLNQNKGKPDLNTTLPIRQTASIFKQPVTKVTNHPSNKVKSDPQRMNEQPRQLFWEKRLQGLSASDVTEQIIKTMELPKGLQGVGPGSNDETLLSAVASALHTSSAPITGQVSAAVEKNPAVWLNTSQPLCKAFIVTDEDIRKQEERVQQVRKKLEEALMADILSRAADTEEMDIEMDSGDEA
* hit, by the source's call; . = no result given.

SMILES	rCAG RNA binder	Rev-erbA mod	PG9 binder	HTRA1 inh	UHRF1 MBD2 ctr	TCR CD3 inh	PRMT1 FP inh	ABHD4 inh	LEDGF integ inh	MBD2 inh
Cc1ccc(NC(=O)CSc2nsc(SCC(=O)Nc3ccc(C)cc3C)c2C#N)c(C)c1	2	-6	-0.1	5	-1	-5	4	-1	-1	-2
Cc1ccc(-c2nc3ccccc3[nH]2)cn1	6	-2	0.5	-7	-2	6	3	6	1	-4
COCCn1c(SCC(=O)Nc2ccc(F)cc2F)nc2c(c1=O)SCC2	2	0	-0.3	-1	-2	6	-3	0	3	-5
CCN1C(=O)CSc2ccc(C(=O)OC)cc21	-1	-5	-1.5	5	-2	-5	-3	-4	-1	-1
C#CCn1cc(/C=N/NC(=O)COc2cccc3cccnc23)c2ccccc21	6	1	2.6	-5	-2	12	-3	6	0	-3
COC(=O)CSc1nnc(COc2cccc3ccccc23)o1	-3	5	-1.1	1	1	-1	4	-9	-1	-2
Cc1cn(C(=O)c2ccccc2)c(=S)n1-c1ccc(Cl)cc1	0	2	-1.5	-17	3	0	0	-14	1	0
CSC1=NC(C)(C)C=C(/C=C/c2ccc(Cl)cc2)N1	6	-4	-1.7	-4	8	-8	4	3	1	-2
O=C(CCCCCNC(=O)c1ccccc1)N/N=C/c1ccc(F)cc1	-6	-5	0.4	1	-2	0	-2	-2	2	1
C[C@@H](C(=O)Nc1ccc2ccccc2c1)[C@@H]1C[C@@]1(C)[C@@H](NC(=O)c1cnccn1)c1ccccc1	10	3	-1.7	-46	0	-1	-2	-35	2	2
O=C(/C=C/[C@H]1O[C@@H](n2ccc(=O)[nH]c2=O)[C@H](O)[C@@H]1O)N[C@@H](Cc1ccccc1)C(=O)O	2	-3	2.0	.	0	-4	-1	-3	2	-1
O=C(OCc1cc(=O)c(OC(=O)c2ccccc2)co1)c1ccccc1	1	-6	-0.9	-1	1	5	1	2	1	-6
CC1(C(=O)NS(=O)(=O)C2CC2)CCCN(C(=O)C2(c3ccc(Cl)cc3)CCCC2)C1 (stereo not given)	3	-2	0.0	.	1	-4	1	4	-2	4
Cc1ccccc1CN(C)C(=O)c1ccc2ccccc2n1	-4	-4	-3.8	9	-1	-3	-2	0	1	-2
Cc1ccc(C(=O)NCC(=O)NCC(=O)OCc2ccc(Cl)cc2)cc1	-1	3	-3.0	1	0	5	-2	-4	8	2
O=S(=O)(c1ccccc1C(F)(F)F)N1CCN(c2ncnc3sccc23)CC1	5	-5	-0.4	-14	-2	-1	0	4	3	-2
CCOC(=O)N1CCN(c2ccc3nnnn3n2)CC1	0	-4	1.1	2	-2	3	0	4	0	3
CC(C)c1cccc(C(C)C)c1NC(=O)c1ccc(-c2cc(Cl)ccc2Cl)o1	2	10	-0.7	.	5	-10	6	0	0	1
O=C(CCNS(=O)(=O)c1ccccc1F)N1CCN(Cc2ccccc2)CC1	-10	-2	0.2	0	4	-9	1	-11	-3	7
CC(=O)NC1C(=O)N(CCN2CCOCC2)c2ccc(F)cc21 (stereo not given)	0	-2	-1.3	2	0	3	9	20	9	-4
CCOC(=O)c1[nH]c(C)c(C(=O)C(C)C)c1C	-1	-2	-0.1	6	-2	1	-6	4	-2	-1
COc1ccc(-c2csc(NC(=O)CSCc3c(C)noc3C)n2)c(OC)c1	2	-3	0.6	-24	-3	-4	0	-4	0	1
Cc1noc(C)c1CSc1nc2cc(S(=O)(=O)N3CCOCC3)ccc2o1	3	2	1.3	1	-1	-2	8	-4	1	-2
CC1(C)C2CCC1(CS(=O)(=O)N1CCOCC1)C(=O)C2 (stereo not given)	-2	-2	-0.8	-1	1	-2	2	0	0	4
O=C1CC(N2CCN(c3ccc(Cl)c(Cl)c3)CC2)C(=O)N1 (stereo not given)	-4	1	-1.9	5	-3	4	1	0	-2	-2
ON=Cc1ccnc2ccccc12	3	-8	0.7	5	-3	0	-3	4	-5	-4
S=C(NCCCN1CCOCC1)Nc1cccc(-c2nnc3n2CCCCC3)c1	-3	2	0.6	-16	-1	3	2	-4	-1	0
CN(C)c1nc(C=C(C#N)C#N)c(Cl)n1-c1ccc(F)cc1	-5	7	2.6	-6	2	-1	5	-2	3	-1
Cc1cccc(Oc2ccccc2NS(=O)(=O)c2ccc(CCC(=O)O)cc2)c1	31	-3	-0.5	-9	9	4	5	9	2	2
O=C(/C=C/c1ccc2c(c1)OCO2)Nc1cccnc1	0	1	-0.8	4	-1	-3	0	1	1	-1

Some of these compounds in order of SMILES length, largest number first:
SMILES	rCAG RNA binder	Rev-erbA mod	PG9 binder	HTRA1 inh	UHRF1 MBD2 ctr	TCR CD3 inh	PRMT1 FP inh	ABHD4 inh	LEDGF integ inh	MBD2 inh
CC(C)c1cccc(C(C)C)c1NC(=O)c1ccc(-c2cc(Cl)ccc2Cl)o1	2	10	-0.7	.	5	-10	6	0	0	1
O=S(=O)(c1ccccc1C(F)(F)F)N1CCN(c2ncnc3sccc23)CC1	5	-5	-0.4	-14	-2	-1	0	4	3	-2
CCOC(=O)c1[nH]c(C)c(C(=O)C(C)C)c1C	-1	-2	-0.1	6	-2	1	-6	4	-2	-1

New compounds follow:
SMILES	rCAG RNA binder	Rev-erbA mod	PG9 binder	HTRA1 inh	UHRF1 MBD2 ctr	TCR CD3 inh	PRMT1 FP inh	ABHD4 inh	LEDGF integ inh	MBD2 inh
CN(C)CCNc1ccc2ncn3c4ccc(O)cc4c(=O)c1c23	-4	20*	-23	11	-67	-1	67*	13	8	1
CS(=O)(=O)N(CC(=O)O)Cc1cccc(CN(CC(=O)O)S(C)(=O)=O)c1	4	-3	-0.5	-1	4	2	1	-5	-1	2
COc1ccc(OC)c(NC(=O)Cc2coc3cc(C)cc(C)c23)c1	-5	-3	1.2	0	4	5	2	-8	-2	5
Cc1[nH]c2ccccc2c1C(=O)COC(=O)CCS(=O)(=O)c1ccccc1Cl	5	6	-1.2	-12	5	3	3	-17	-3	8
COC(=O)c1ccc(OC)c(CSc2nnc(COc3cccc(C)c3)o2)c1	-1	0	-1.5	-39	0	-3	1	-14	1	-4
COc1ccc(/C=C/C(=O)N(CC(C)C)CC(C)C)cc1Br	-8	-3	-2.3	-8	-1	5	2	-3	-3	1
COCCOC(=O)c1c(NC(=O)CNc2ccc(C)c(F)c2)sc(C(N)=O)c1C	-2	1	0.4	-1	-3	0	0	-3	0	2
Cc1ccnc(NC(=O)CCNC(=O)c2ccccc2Cl)c1	-2	2	2.2	5	3	-1	2	0	1	2
Cc1cc(C)c(NC(=O)CCCOC(=O)C2=COCCO2)c(C)c1	1	3	-0.1	-1	3	-6	0	6	-1	0
COC(=O)CCCC1=CC2=CC(=O)C(C)(OC(=O)c3cccs3)C(=O)C2=CN1CCN1CCOCC1 (stereo not given)	4	2	-4.1	9	-3	5	20	19	-2	-1
CCOC(=O)COC(=O)c1ccc(Oc2cc(C)nc(SC)n2)cc1	-2	3	0.0	-3	3	1	-2	-9	2	3
O=C(c1ccco1)N1CCN(C(=O)C2CC(c3ccc(Cl)c(Cl)c3)=NO2)CC1 (stereo not given)	-2	-10	-0.6	0	0	-3	2	1	4	2
COc1ccc(C(=O)COC(=O)CNC(=O)C2CCCCC2)c(OC)c1	4	-5	-0.3	4	-1	-2	1	-6	2	-3
COC(=O)C1=C(N)Oc2cc(C)n(Cc3ccncc3)c(=O)c2C1c1cccnc1 (stereo not given)	-1	-4	0.1	3	1	1	1	-1	2	-1
COc1cccc(NC(=O)c2cc(=O)c3ccccc3o2)c1	2	0	-1.7	-8	-2	-2	2	10	1	-1

Whole records, quoted from the list. Order of values: rCAG RNA binder | Rev-erbA mod | PG9 binder | HTRA1 inh | UHRF1 MBD2 ctr | TCR CD3 inh | PRMT1 FP inh | ABHD4 inh | LEDGF integ inh | MBD2 inh
Cc1ccnc(NC(=O)CCNC(=O)c2ccccc2Cl)c1 reads -2 | 2 | 2.2 | 5 | 3 | -1 | 2 | 0 | 1 | 2
CN(C)CCNc1ccc2ncn3c4ccc(O)cc4c(=O)c1c23 reads -4 | 20* | -23 | 11 | -67 | -1 | 67* | 13 | 8 | 1
O=C(c1ccco1)N1CCN(C(=O)C2CC(c3ccc(Cl)c(Cl)c3)=NO2)CC1 (stereo not given) reads -2 | -10 | -0.6 | 0 | 0 | -3 | 2 | 1 | 4 | 2
COc1cccc(NC(=O)c2cc(=O)c3ccccc3o2)c1 reads 2 | 0 | -1.7 | -8 | -2 | -2 | 2 | 10 | 1 | -1
COc1ccc(C(=O)COC(=O)CNC(=O)C2CCCCC2)c(OC)c1 reads 4 | -5 | -0.3 | 4 | -1 | -2 | 1 | -6 | 2 | -3

The results go on.
SMILES	rCAG RNA binder	Rev-erbA mod	PG9 binder	HTRA1 inh	UHRF1 MBD2 ctr	TCR CD3 inh	PRMT1 FP inh	ABHD4 inh	LEDGF integ inh	MBD2 inh
Cc1ccc2cc(C(=O)O)c(C)nc2c1	0	1	-3.2	-2	-1	1	-2	8	2	-7
Cc1cccc(C(=O)c2cn[nH]c2-c2ccc(C)cc2O)c1	-1	-2	-2.5	-7	-1	0	-1	6	-4	-3
Cc1ccc(C(=O)Nc2nc3ccccc3s2)s1	5	-5	-0.3	-26	7	-5	-2	-5	1	4
CCOC(=O)c1sc(Nc2ccc(F)cc2)nc1C	-1	2	0.5	-8	-1	5	-2	0	-6	-4
COC(=O)[C@]12C[C@H](CC(=O)NCCc3ccccc3OC)C(=O)N(CCc3ccc(OC)c(OC)c3)C1=C[C@H](COCc1ccccc1)O[C@@H]2C	3	6	.	.	3	.	-4	-4	5	-7
Cc1cccc(C(=O)Oc2ccc(/C=N/NC(=O)Cc3ccc([N+](=O)[O-])cc3)cc2)c1	1	-6	1.2	-4	9	-3	3	-10	4	3
COc1cc([C@@H]2CC=C(C(=O)O)[C@H](c3ccc(C)cc3)N2S(=O)(=O)c2ccc(C)cc2)cc(OC)c1OC	35*	-3	1.0	5	-1	2	1	4	1	0
Cc1ccc(-c2nnn(C/C(N)=N/O)n2)cc1	3	3	-1.3	3	0	-3	1	3	-2	4
Cc1nn(Cc2c(Cl)cccc2Cl)c(C)c1NC(=O)CCCn1nc([N+](=O)[O-])c(Cl)c1C	-5	-3	1.0	-3	3	-6	2	-1	-1	0
CCCCN(CC)S(=O)(=O)c1ccc2c(c1)n(C)c(=O)c(=O)n2C	-3	-8	0.7	-3	-93	-4	8	-11	-5	7
O=C1NC(c2ccccc2)=CC(c2ccccc2O)N1 (stereo not given)	7	-5	-0.8	-5	2	-3	2	-2	-3	3
Cc1cc(NS(=O)(=O)c2ccc(NC(=O)CSc3nnc(-c4cnccn4)n3-c3ccccc3)cc2)nc(C)n1	16	2	.	.	1	.	-4	-2	1	0

Source: PubChem

Not all compounds are listed (hit frequency here may not be typical).
